Screening results from PubChem BioAssay.
MLL CXXC-DNA inh – inhibitors of human MLL CXXC domain-DNA interaction. Q03164. MLL-CXXC / FITC-HOXA9 DNA fluorescence polarization. Potency, µM (top dose mostly 115 µM), inactives show at the top dose activity change, negative = inhibition, most hits filed as inhibitors. 290,000 compounds, 0.037% hits. AID 2662; active = well fitted inhibition curve with a large enough effect in the polarisation, with a control signal flat, not every such curve was filed as active; inconclusive = small, poorly fitted or top-dose-only effect, or effect the other way, or a change in a side signal; inactive = no such curve, though single readings can be large or run the other way; the % refers to the polarisation; also: potency is read from the fitted curve at half-maximal effect
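Fluorescence polarization: 7 uM MLL-CXXC (stock) preincubated 5 min with compounds, then 50 nM fluorescein-HOX-A9 DNA (stock) added; 30 min ambient. Buffer 50 mM Tris-HCl pH 7.5, 50 mM NaCl, 1 mM DTT, 0.05% BSA.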
ASM inhibitor – inhibitors of human secretory acid sphingomyelinase | Potency, µM (series often up to 57.5 µM), without a hit: top-dose activity change, negative = inhibition, most hits filed as inhibitors | placental ASM, HMU-PC fluorogenic substrate, 60 min | P17405 | 340,000 compounds, 0.006% hits | AID 504937; also: potency is read from the fitted curve at half-maximal effect
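HMU-PC0 cleavage (9 uM final) by human placental ASM, 60 min at 37 °C following 10 min compound exposure at RT; stopped at pH 10, fluorescence Ex 386/Em 447 nm.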
KCNH2 3.1 inh – inhibitors of human KCNH2 3.1 potassium channel isoform | 340,000 compounds, 0.95% hits | U2OS KCNH2 3.1, thallium flux FluxOr; hits give low values | activity change, % (tested at about 1.8 µM) | AID 720553;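 active = maximum activity change below -70%; inconclusive = maximum activity change from -70% to -50%; inactive = maximum activity change above -50%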;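 also: thallium influx rate constant from kinetic fluorescence after stimulation buffer; % is scaled to controls: 0 for no effect and ±100 for the full control effect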
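Kinetic fluorescence (2 min after stimulation buffer) measures Tl+ influx through KCNH2 3.1 expressed by viral transduction in U2OS cells; the rate constant is normalized against DMSO controls serving as positive and negative references.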
TRPV1 ag – agonists of human vanilloid receptor 1 (TRPV1); Q8NER1; TRPV1-expressing cells, Fluo-8 calcium influx, agonist mode; 320,000 compounds, 0.19% hits; activation, % at 8.33 µM; in the data active = activation above about 80%; inconclusive = between about 30% and that limit; also: 0% is about no effect
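Cells expressing TRPV1 were dye-loaded with Fluo-8 and read kinetically: 10 s baseline, 3 min after compound (agonist portion), then 2 min after EC20 capsaicin (allosteric enhancer portion). Calcium-bound dye fluorescence at 480/520 nm.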
FBPA coupling cs – coupling enzyme interference in Giardia aldolase counter-screen. coupling enzyme system counterscreen, AmpLite Red fluorescence. activity change, negative = inhibition, % at 58.2 µM, hits read low. 290,000 compounds, 0.67% hits. AID 2472; in the data active = activity change below about -30%; also: % is scaled to controls: 0 for no effect and ±100 for the full control effect
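Counterscreen of the coupled detection system alone, without aldolase: glyceraldehyde-3-phosphate coupling enzymes plus AmpLite Red readout. Compounds at 57.5 uM final, 10 min RT preincubation, 20 min RT reaction, fluorescence 525/598 nm.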
MBNL1-CUG inh – blocks human MBNL1 binding to CUG repeat RNA. Potency, µM (series often up to 57.5 µM), for inactives: at the highest dose activity change, negative = inhibition, hits mostly inhibitors. TR-FRET MBNL1-His/biotin-(CUG)12 binding, 665/545 ratio. 280,000 compounds, 0.036% hits. Q9NR56; active = well fitted inhibition curve with a large enough effect in the signal ratio, with a control signal flat, not every such curve was filed as active; inconclusive = small, poorly fitted or top-dose-only effect, or effect the other way, or a change in a side signal; inactive = no such curve, though single readings can be large or run the other way; the % refers to the signal ratio; also: potency is read from the fitted curve at half-maximal effect; % is scaled to controls: 0 for no effect and ±100 for the full control effect
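Compounds (final 92 nM to 58 uM) are added to His-tagged MBNL1 and biotin-(CUG)12, then terbium anti-His antibody and streptavidin-XL665 (5 nM final). After 60 min at room temperature, the 665/545 nm ratio is read.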
AT treatment – potential ataxia-telangiectasia treatment; AID 485349; Potency, µM (top dose mostly 57.5 µM), for inactives: at the highest dose activation, most hits filed as activators; […] A-T fibroblasts, KAP-1 phosphorylation AlphaLISA; neocarzinostatin DNA damage 30 min before lysis; 320,000 compounds, 0.19% hits; also: potency is read from the fitted curve at half-maximal effect; % of control where 0% means no effect; nearly all actives have a fitted effect of over 45% in size
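hTERT-immortalized A-T patient fibroblasts ([…]), 500 cells/well in OPTI-MEM, 1% FBS, got compounds for 60 min, then NCS for 30 min at 37C. Lysates were then assayed for phospho-KAP-1 by AlphaLISA (anti-pKAP1 donor, anti-KAP1 acceptor beads), 6 hr at 25C.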
Integrin act MD – integrin-mediated muscular dystrophy alleviation activation | Potency, µM (highest dose often 38.3 µM), inactives show at the highest dose activation, usual class: activators | alpha7betagal myoblasts, beta-gal FDG fluorescence, 48 h | 350,000 compounds, 0.064% hits;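 also: potency is read from the fitted curve at half-maximal effect; 100% = response of the positive control SU9516; nearly all actives have a fitted effect of over 60% in size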
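alpha7betagal+/- myoblasts (passage 13, 250/well) treated 48 h at 37C with compounds at 1:260 dilution of DMSO stock. Lysed, then beta-galactosidase activity read as FDG fluorescence (ex 480/em 540) after 30 min, with pre-read for autofluorescence.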
KCNH2 WT inh – inhibitors of human wildtype KCNH2 potassium channel | Q12809 | U2OS, BacMam KCNH2, thallium flux FluxOr; hits give low values | activity change, % at 1.84 µM | 340,000 compounds, 0.37% hits | AID 720551;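 active = maximum activity change below -70%; inconclusive = maximum activity change between -70% and -50%; inactive = maximum activity change above -50%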; also: % is scaled to controls: 0 for no effect and ±100 for the full control effect
Target sequence (Q12809 whole entry, looked up): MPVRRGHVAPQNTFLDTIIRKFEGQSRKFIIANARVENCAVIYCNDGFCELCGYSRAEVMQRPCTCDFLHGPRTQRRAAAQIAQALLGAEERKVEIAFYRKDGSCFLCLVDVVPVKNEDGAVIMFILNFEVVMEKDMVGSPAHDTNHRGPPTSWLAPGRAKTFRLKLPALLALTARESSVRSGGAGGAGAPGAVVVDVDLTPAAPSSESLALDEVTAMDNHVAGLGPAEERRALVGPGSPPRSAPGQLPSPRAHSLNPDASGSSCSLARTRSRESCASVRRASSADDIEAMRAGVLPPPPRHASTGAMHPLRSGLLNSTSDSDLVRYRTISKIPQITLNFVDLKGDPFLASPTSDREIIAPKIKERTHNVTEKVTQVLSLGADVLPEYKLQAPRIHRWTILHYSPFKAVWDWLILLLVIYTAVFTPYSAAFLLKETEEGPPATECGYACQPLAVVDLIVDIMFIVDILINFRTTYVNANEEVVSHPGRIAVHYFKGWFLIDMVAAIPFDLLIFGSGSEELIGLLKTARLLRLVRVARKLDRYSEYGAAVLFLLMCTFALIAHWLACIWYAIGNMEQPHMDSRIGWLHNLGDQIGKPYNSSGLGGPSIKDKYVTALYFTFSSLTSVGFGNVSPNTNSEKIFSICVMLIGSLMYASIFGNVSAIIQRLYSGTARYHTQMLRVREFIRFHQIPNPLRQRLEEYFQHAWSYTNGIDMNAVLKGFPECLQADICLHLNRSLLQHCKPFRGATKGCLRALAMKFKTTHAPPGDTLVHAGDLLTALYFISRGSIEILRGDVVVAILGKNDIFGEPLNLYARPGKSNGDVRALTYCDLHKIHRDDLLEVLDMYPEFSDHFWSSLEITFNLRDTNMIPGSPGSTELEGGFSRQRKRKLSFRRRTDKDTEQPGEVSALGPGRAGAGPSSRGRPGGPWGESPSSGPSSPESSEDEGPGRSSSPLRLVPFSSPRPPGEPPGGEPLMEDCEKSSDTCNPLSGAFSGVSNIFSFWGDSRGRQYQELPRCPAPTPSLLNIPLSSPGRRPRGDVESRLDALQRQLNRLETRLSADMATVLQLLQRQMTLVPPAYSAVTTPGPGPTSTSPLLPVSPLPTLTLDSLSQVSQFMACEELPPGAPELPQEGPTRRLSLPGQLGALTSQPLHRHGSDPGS
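U2OS cells were transduced with wild-type KCNH2 virus (2.03 x 10^8 / mL) for 4 h at room temperature, then cultured overnight at 37 C. Thallium flux was read with FluxOr dye. Rate constants were normalized to DMSO controls.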
GALK inhibitor – galactokinase (human) inhibition; P51570; Potency, µM (series often up to 57.5 µM), for the others: at the top dose activity change, negative = inhibition, usual class: inhibitors; Purified GALK, Kinase-Glo residual ATP luminescence; AID 1868; 270,000 compounds, 0.007% hits; also: potency is read from the fitted curve at half-maximal effect; % is scaled to controls: 0 for no effect and ±100 for the full control effect
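Compounds were pin-transferred into ATP buffer (35 uM final), then GALK plus galactose (5 nM, 100 uM final) was added. After 1 h at room temperature, Kinase-Glo Plus was added and luminescence read after 10 min.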
An asterisk follows results filed as active; ? = inconclusive; . = no result given; [ ] = another dose, or the depositor's remark. Unless noted, calls follow the shape of the dose curve; as a rule, active = well fitted curve in the direction sought with a large enough effect; inconclusive = small, poorly fitted or top-dose-only effect, or another doubt; inactive = no such curve, though single readings can be large; an effect the other way counts as inactive or inconclusive. No enrichment for hits; overall some 2% were active at least once.

Start of the listing, in advance:
Results follow in this order: MLL CXXC-DNA inh	MBNL1-CUG inh	ASM inhibitor	KCNH2 WT inh	GALK inhibitor	AT treatment	Integrin act MD	KCNH2 3.1 inh	FBPA coupling cs	TRPV1 ag
CC(C)(C)c1ccc(C(=O)N2CCN(CCNC(=O)C(=O)NCc3ccc(Cl)cc3)CC2)cc1
 : -3%	-7%	-3%	11	-3%	4%	?	13	0	3
CC(C)(CO)NCc1c(OCc2ccc(Cl)cc2)ccc2ccccc12
 : 49%[activator]	?	-1%	23	2%	-12%	-47%[inhibitor]	-34	-2	4

The listing, previewed entries included:
Results follow in this order: MLL CXXC-DNA inh	MBNL1-CUG inh	ASM inhibitor	KCNH2 WT inh	GALK inhibitor	AT treatment	Integrin act MD	KCNH2 3.1 inh	FBPA coupling cs	TRPV1 ag
CC(C)(C)c1ccc(C(=O)N2CCN(CCNC(=O)C(=O)NCc3ccc(Cl)cc3)CC2)cc1
 : -3%	-7%	-3%	11	-3%	4%	?	13	0	3
CC(C)(CO)NCc1c(OCc2ccc(Cl)cc2)ccc2ccccc12
 : 49%[activator]	?	-1%	23	2%	-12%	-47%[inhibitor]	-34	-2	4
COC(=O)CC1SC(=O)NC1=Nc1ccc(O)cc1 (configuration not stated)
 : -6%	9%	0%	8	-6%	6%	15%	-2	-2	1
CC/C(=N/Nc1ccccc1C)c1cnnc(SC)n1
 : 4%	10%[11.5 µM]	6%	-5	.	1%	36%	3	-2	2
CCCn1c(O)c(N=N)c2ccccc21
 : 1%	15%	-4%	0	9%	-3%	-1%	2	-7	-2
N#CC1=C(c2ccc(-c3ccccc3)cc2)COC1=O
 : 5%	.	26%	-5	-2%	7%	16%	17	0	4
COc1cc(CCC(=O)OCC(N)=O)cc(OC)c1OC
 : 5%	0%	2%	-12	1%	0%	19%	3	5	-1
CCOC(=O)c1c(NC(=O)CSc2nccc(=O)[nH]2)sc(C)c1C
 : 17%	7%	4%	-7	4%	8%	23%	.	.	-7
CCCCc1ccc(NC(=O)CSC2=C(C#N)C(c3ccco3)C3=C(CCCC3=O)N2)cc1 (configuration not stated)
 : -5%	-5%	?	6	1%	-4%	-36%	-8	3	0
COc1ccccc1NC(=O)C1CC(O)CN1C(=O)Oc1ccccc1 (configuration not stated)
 : -9%	-4%	-2%	-4	2%	3%	?	-21	-1	1
CC(C)(C)NC(=O)c1cc(C(C)(C)C)c(O)c(C(C)(C)C)c1
 : -3%	-3%	1%	3	3%	8%	23%	6	-1	30
COCc1c(C#N)c(NCc2cc(OC)c(OC)c(OC)c2)nc(C)c1[N+](=O)[O-]
 : -10%	13%	0%	4	-3%	15%	-25%	12	0	2
CC(C)NCc1nnc(-c2ccc(Cl)cc2)o1
 : -1%	4%	2%	-10	0%	0%	-3%	4	3	4
CCc1ccc(OC(C)C(=O)Nc2ccc(S(=O)(=O)Nc3cc(C)on3)cc2)cc1 (configuration not stated)
 : 3%	-4%	-1%	-6	2%	-9%	3%	4	11	-2
COCCn1c(=NC(=O)c2ccco2)sc2cc(C(=O)OC)ccc21
 : 12%	7%	1%	5	0%	0%	7%	-7	3	-1
CC(C)c1ccc(NC(=O)COC(=O)[C@H](CCC(N)=O)NC(=O)c2ccc(F)cc2)cc1
 : 0%	?	2%	24	0%	-2%	18%	-7	2	?
C/C(=C\C(=O)c1ccc(C)o1)Nc1ccc2c(c1)OCO2
 : 1%	13%	3%	-19	2%	3%	4%	?	-13	0
COc1ccc(C(=O)N/N=c2\oc3ccccc3cc2C(=O)NCc2ccccc2)cc1
 : 22%	7%	-17%	-3	0%	2%	10%	-37	-2	?
COc1ccc(-c2cc(=O)oc3cc(OC(C)C(=O)NC4CC4)ccc23)cc1 (configuration not stated)
 : -4%	?	1%	1	.	-16%	-8%	-3	0	9
O=C(c1ccco1)N1CCc2ccccc21
 : 4%	-1%	-5%	.	1%	-1%	25%	-7	0	1
CCS(=O)(=O)N1Cc2ccccc2CC1C(=O)NCCc1c[nH]c2ccccc12 (configuration not stated)
 : 8%	1%	1%	-6	-2%	-1%	0%	-3	0	-4
O=C1CC2(CCN(C(=O)c3c(F)cccc3F)CC2)Oc2ccccc21
 : .	.	1%	-12	.	9%	25%	3	.	26
CCOc1cc(N2CCOCC2)c(OCC)cc1NC(=O)CC12CC3CC(CC(C3)C1)C2
 : 0%	-1%	-7%	-6	-2%	0%	-15%	4	-21	0
CC(=O)Nc1ccc(NC(=O)c2ccccc2CC[N+](=O)[O-])cc1
 : -3%	-11%	0%	-3	2%	-9%	-4%	0	-4	-2
CCS/C(N)=N/N=C/c1cc(C)ccc1O
 : 3%	12%	25%	-15	1%	0%	8%	0	-5	0
CC(C)(C)C1CCC(=NNC(=O)c2ccc(Br)o2)CC1 (configuration not stated)
 : 1%	-13%[11.5 µM]	-2%	1	.	-1%	24%	-3	-3	7
O=C(Cc1ccccc1)N[C@@H](Cc1ccc(O)cc1)C(=O)O
 : -2%	6%	.	.	0%	6%	.	.	7	-2
CCOC(=O)c1ccc(S(=O)(=O)NCC(C)(C)N2CCOCC2)cc1
 : -4%	-5%	-1%	7	5%	-2%	-17%	6	1	-1
CN(C)c1ccc(/C=N/n2cnn(Cc3ccccc3Cl)c2=S)cc1
 : -6%	13%	69%[activator]	0	-2%	7%	-6%	5	-2	?
CC(=O)Nc1cccc(Oc2ncnc3scc(-c4ccc(C)cc4)c23)c1
 : 23%	-6%	-13%	5	-1%	-1%	5%	22	3	19
CCCn1cc(S(=O)(=O)CC(=O)Nc2ccc(OCC)cc2)c2ccccc21
 : 3%	-3%	-7%	9	-4%	-3%	0%	25	-3	1
Cc1noc(C)c1C(=O)Nc1nnc(CC(C)C)s1
 : 1%	.	1%	4	0%	-8%	-7%	6	-1	1
CC(C(=O)Nc1nnc(C2CC2)s1)N1C(=O)C2CC=CCC2C1=O (configuration not stated)
 : .	.	1%	3	.	10%	0%	2	.	-6
C[C@H](CO)N1C[C@H](C)[C@@H](CN(C)S(C)(=O)=O)Oc2ccc(NC(=O)CCC(F)(F)F)cc2C1=O
 : .	.	-4%	-2	.	4%	31%	20	.	.
COCCN(C(=O)CNC(=O)c1ccco1)C(C(=O)NC1CCCCC1)c1cccnc1 (configuration not stated)
 : 13%	-3%	-1%	0	0%	4%	?	-11	2	0
O=C(Nc1ccccn1)c1ccc(Cl)c(S(=O)(=O)N2CCCC2)c1
 : .	.	-1%	-6	.	1%	-33%	3	.	14
Cc1ccc2nc(-c3ccccc3)cc(C(=O)N3CCc4ccccc4C3)c2c1
 : 14%	-2%	-4%	-8	-1%	5%	13%	-16	.	?
Cc1occc1C(=O)NCCCCNC(=O)c1ccoc1C
 : -2%	-11%	-1%	-5	-1%	-4%	1%	8	6	1
Clc1ccc(Nc2c3c(nc4ncnn24)CCC3)cc1
 : -18%	-14%	-2%	2	3%	-18%	-13%	-9	5	1
CC(C)(C)c1ccc(C(=O)NCCCN2CCN(CCCNC(=O)c3ccc(C(C)(C)C)cc3)CC2)cc1
 : -7%	-14%	-8%	-6	1%	-1%	-53%[inhibitor]	-114*	1	6
Cc1cccc(OCc2n(CC(=O)OC3CC(C)CCC3C(C)C)c3ccccc3[n+]2C)c1 (configuration not stated)
 : -2%	12%	-20%	-22	-2%	2%	-70%[inhibitor]	-9	1	10
COc1cc(Cl)nn(-c2ccccc2)c1=O
 : 15%	-6%	0%	2	4%	?	-6%	12	2	-5
Cc1cc(C)n2nc(C(=O)OCC(=O)N(CC(C)C)C3CCS(=O)(=O)C3)nc2n1 (configuration not stated)
 : .	.	4%	1	.	12%	-6%	-5	.	.
O=C(OCCOc1cccc(Cl)c1)c1ccc(F)c(S(=O)(=O)N2CCOCC2)c1
 : .	.	-2%	-4	.	12%	-15%	-19	.	9
CN(C)C(CNC(=O)CCCc1c[nH]c2ccccc12)c1ccco1 (configuration not stated)
 : 3%	1%	2%	6	0%	-4%	8%	3	2	9
COc1cc(NC(=O)C2CC(c3ccccc3Cl)=NO2)cc(OC)c1OC (configuration not stated)
 : 1%	-4%	2%	3	-8%	3%	-40%	4	7	2
C[C@H](CO)N1C[C@H](C)[C@@H](CN(C)S(=O)(=O)c2ccccc2)Oc2ccc(NS(=O)(=O)c3cn(C)cn3)cc2C1=O
 : .	.	7%	-6	.	0%	18%	0	.	.
CC(=O)c1ccc(N2CCN(C(=O)c3c(-c4ccccc4Cl)noc3C)CC2)cc1
 : 1%	3%	-2%	-1	-1%	4%	12%	-1	.	-2
